Screens from PubChem BioAssay.
Tb PFK block: qHTS Assay to Find Inhibitors of T. brucei phosphofructokinase; Potency, µM (highest dose often 57.5 µM), for inactives: top-dose activity, negative = inhibition, usual class: inhibitors; ATP-dependent 6-phosphofructokinase (Trypanosoma brucei brucei), O15648; AID 485367, 2010; hit rate 0.17% among 330,000; T. brucei PFK, ADP-Glo luminescence;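 also: potency is read from the fitted curve at half-maximal effect; 0% = uninhibited 1x PFK enzyme wells and -100% = no-enzyme wells; nearly all actives have a fitted effect of over 60% in size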
Target sequence (O15648 whole entry, looked up): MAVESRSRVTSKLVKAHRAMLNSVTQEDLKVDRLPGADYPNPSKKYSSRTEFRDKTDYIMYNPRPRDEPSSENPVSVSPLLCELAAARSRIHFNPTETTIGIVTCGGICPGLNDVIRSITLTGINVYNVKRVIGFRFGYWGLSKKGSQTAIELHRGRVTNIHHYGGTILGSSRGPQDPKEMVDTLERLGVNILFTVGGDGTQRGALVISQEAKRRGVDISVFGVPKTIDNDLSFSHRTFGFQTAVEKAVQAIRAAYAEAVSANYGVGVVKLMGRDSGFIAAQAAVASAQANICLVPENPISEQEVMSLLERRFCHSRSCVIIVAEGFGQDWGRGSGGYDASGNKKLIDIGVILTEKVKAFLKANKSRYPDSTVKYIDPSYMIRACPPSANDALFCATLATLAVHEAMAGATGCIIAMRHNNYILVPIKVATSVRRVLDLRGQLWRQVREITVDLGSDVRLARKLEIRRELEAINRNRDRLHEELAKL
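PFK 1.25 nM, F6P 0.5 mM, ATP 0.1 mM, 0.1 M TEA pH 8.0, 5 mM MgCl2, 0.01% Tween20, 0.1% BSA; 45 min RT. ADP-Glo readout. qHTS titration up to 57 uM; curves fitted, compounds curve-classed.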
Eya2 inh: qHTS Assay for Inhibitors of the Phosphatase Activity of Eya2; recombinant Eya2, OMFP fluorescence dephosphorylation (OMFP is methylfluorescein phosphate); Potency, µM (doses to about 76.9 µM), without a hit: at the top dose activity, negative = inhibition, actives largely listed as inhibitors; hit rate 0.006% among 330,000; also: potency is read from the fitted curve at half-maximal effect; % is scaled to controls: 0 for no effect and ±100 for the full control effect
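Eya2 protein (added as 0.2 uM solution) was preincubated with compound for 10 min at ambient temperature in 50 mM HEPES pH 7.5, 50 mM NaCl, 5 uM MgCl2, 0.05% BSA, 1 mM DTT. OMFP (added at 50 uM) then reacted 10 min; fluorescence read at 485/525 nm.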
ASM inhibitor: Inhibitors of Secretory Acid Sphingomyelinase (S-ASM): qHTS; placental ASM, HMU-PC fluorogenic substrate, 60 min; Potency, µM (highest dose often 57.5 µM), inactives show at the top dose activity change, negative = inhibition, hits mostly inhibitors; hit rate 0.006% among 340,000; AID 504937, 2011; also: potency is read from the fitted curve at half-maximal effect
Target sequence (P17405 47-631 limits assumed): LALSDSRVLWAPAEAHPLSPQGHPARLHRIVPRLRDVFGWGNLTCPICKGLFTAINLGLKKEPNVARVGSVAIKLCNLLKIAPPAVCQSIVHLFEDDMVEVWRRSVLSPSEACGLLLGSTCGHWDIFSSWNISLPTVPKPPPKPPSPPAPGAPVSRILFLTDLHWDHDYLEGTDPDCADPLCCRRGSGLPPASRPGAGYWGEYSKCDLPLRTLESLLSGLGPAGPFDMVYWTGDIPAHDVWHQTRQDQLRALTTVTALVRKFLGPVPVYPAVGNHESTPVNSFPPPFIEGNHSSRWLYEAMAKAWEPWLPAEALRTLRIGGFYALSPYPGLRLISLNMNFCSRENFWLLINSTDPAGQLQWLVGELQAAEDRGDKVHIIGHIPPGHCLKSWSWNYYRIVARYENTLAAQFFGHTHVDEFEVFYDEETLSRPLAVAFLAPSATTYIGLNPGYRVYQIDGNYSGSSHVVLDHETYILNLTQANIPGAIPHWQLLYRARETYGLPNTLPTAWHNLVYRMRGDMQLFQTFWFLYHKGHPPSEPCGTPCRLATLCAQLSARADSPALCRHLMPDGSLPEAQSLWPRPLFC
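Human placenta-derived ASM enzyme was preincubated with compound for 10 minutes at room temperature, then given fluorogenic substrate HMU-PC0 (9 uM final) for 60 minutes at 37 °C; a pH 10 stop preceded fluorescence reading at Ex 386/Em 447 nm.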
ELG1 repair inh: qHTS screen for small molecules that inhibit ELG1-dependent DNA repair in human embryonic kidney (HEK293T) cells expressing luciferase-tagged ELG1; HEK293T ELG1-luciferase reporter, luminescence, 16 h; DNA damage induced by 5-fluorouridine; Potency, µM (titrated, usually from 46.1 µM), for inactives: at the highest dose activity change, negative = inhibition, usual class: inhibitors; hit rate 2.3% among 330,000; also: potency is read from the fitted curve at half-maximal effect; % is scaled to controls: 0 for no effect and ±100 for the full control effect; nearly all actives have a fitted effect of over 55% in size
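Luminescence from the luciferase reporter, measured 30 min after ONE-Glo reagent at room temperature, was the read-out. Beforehand, 2,000 cells per well were exposed for 16 hr at 37 °C to 5-fluorouridine together with compound or vehicle.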
TCR activator: Activators of T cell receptors: qHTS campaign | primary human leukocytes, anti-CD3, IL-2 HTRF, 48 h | Potency, µM (series often up to 9.22 µM), for inactives: top-dose activation of IL-2 secretion, usual class: activators | 330,000 tested, under 10 active; also: % of control where 0% means no effect
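HTRF read-out of IL-2 secretion: europium cryptate donor excited at 320nm, d2 acceptor emission at 665nm. Cells were primary human leukocytes incubated 48 hr with compounds and a-CD3 beads, supplying TCR signal only.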
Chronic BCR inh: qHTS Assay to Find Inhibitors of Chronic Active B-Cell Receptor Signaling; Potency, µM (highest dose often 46.1 µM), for the others: top-dose ratio change, negative = lower green/red ratio, actives largely listed as inhibitors; hit rate 0.05% among 340,000; ABC-DLBCL IkBa-CBG/CBR reporter, luminescence ratio, 4 h; active = well fitted inhibition curve with a large enough effect in the signal ratio, with a control signal flat, not every such curve was filed as active; inconclusive = small, poorly fitted or top-dose-only effect, or effect the other way, or a change in a side signal; the % refers to the signal ratio;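 also: potency is read from the fitted curve at half-maximal effect; plate controls were basal doxycycline-induced cells for no effect and cells given 10 µM MG132 for full effect; MG132 reads +100%, hits lower the ratio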
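TMD8 ABC-DLBCL cells carrying doxycycline-inducible green luciferase fused to IkappaBalpha plus unfused red luciferase were exposed to compounds (up to 46 uM) for 4 hrs at 37C. Activity came from the overlap-corrected green/red luminescence ratio.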
Mito fusion yeast: qHTS Assay for Small Molecule Inhibitors of Mitochondrial Division or Activators of Mitochondrial Fusion; S. cerevisiae fusion-defective mutant growth rescue, CellTiterGlo 48 h; Potency, µM (titrated, usually from 46.1 µM), for the others: at the top dose growth rescue (activation), usual class: activators; hit rate 0.23% among 320,000;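 also: potency is read from the fitted curve at half-maximal effect; % of control where 0% means no effect; nearly all actives have a fitted effect of over 45% in size; temperature-sensitive fusion mutants such as fzo1-1 at 37 °C on non-fermentable ethanol glycerol medium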
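Compounds are tested for their ability to restore growth of mitochondrial fusion-defective yeast strains at non-permissive 37C in YPEG medium over 48 hours. Viability is quantified by luciferase luminescence.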
AT treatment: qHTS Assay for Identifying a Potential Treatment of Ataxia-Telangiectasia. […] A-T fibroblasts, KAP-1 phosphorylation AlphaLISA; neocarzinostatin DNA damage 30 min before lysis. Potency, µM (titrated, usually from 57.5 µM), inactives show at the highest dose activation, actives largely listed as activators. hit rate 0.19% among 320,000; also: potency is read from the fitted curve at half-maximal effect; % of control where 0% means no effect; nearly all actives have a fitted effect of over 45% in size
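ATM-like activity read as KAP-1 phosphorylation via AlphaLISA donor/acceptor antibody pairs after lysis and 6 hr at 25C. Cells were ATM-null patient fibroblasts ([…], hTERT), dosed 60 min, then exposed to the DSB inducer NCS for 30 min.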
a7 integrin act: qHTS for Activators of Integrin-Mediated Alleviation for Muscular Dystrophy. Potency, µM (series often up to 38.3 µM), without a hit: at the top dose activation, hits mostly activators. AID 624291, 2012. alpha7betagal myoblasts, beta-gal FDG fluorescence, 48 h. hit rate 0.064% among 350,000;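 also: potency is read from the fitted curve at half-maximal effect; 100% = response of the positive control SU9516; nearly all actives have a fitted effect of over 60% in size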
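Alpha7betagal+/- myoblasts (passage 13) were plated 16-24 hr, then exposed to compounds (1:260 dilution of DMSO stock) for 48 hours at 37C. After MPER lysis, β-galactosidase reporter activity was read as FDG fluorescence (ex 480/em 540) after 30 minutes.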
TSG101-PTAP inh: qHTS Assay for Iinhibitors of HIV-1 Budding by Blocking the Interaction of PTAP/TSG101; Tumor susceptibility gene 101 protein (Homo sapiens), Q99816; Fluorescence polarization, FITC-PTAP peptide / Tsg101 binding; Potency, µM (titrated, usually from 115 µM), for the others: at the highest dose activity change, negative = inhibition, usual class: inhibitors; 340,000 tested, under 10 active; active = well fitted inhibition curve with a large enough effect in the main read-out, with a control signal flat, not every such curve was filed as active; inconclusive = small, poorly fitted or top-dose-only effect, or effect the other way, or a change in a side signal; inactive = no such curve, though single readings can be large or run the other way; also: potency is read from the fitted curve at half-maximal effect; % of control where 0% means no effect
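Tsg101 binding domain (10 uM final) was mixed with compound and a FITC-labeled PTAP peptide (50 nM final) in HEPES pH 7.5 buffer with NaCl, Tween 20, EDTA and TCEP; fluorescence polarization was read after 20 min at r.t.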
TSHR antag: Antagonists of the Thyroid Stimulating Hormone Receptor: HTS campaign. Thyrotropin receptor (Homo sapiens), P16473. hit rate 0.2% among 330,000. activity change, negative = inhibition, % at 11.5 µM. AID 504810, 2011. TSHR-expressing cells, TSH-stimulated cAMP HTRF, 2 h; stronger effect = lower value;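 active = activity change below a set negative limit, meaning inhibition stronger than a set level, cut at about -70% in these data; inconclusive = activity change between two set negative limits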; also: % is scaled to controls: 0 for no effect and ±100 for the full control effect
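Antagonism was scored as loss of TSH-driven cAMP in TSHR cells, stimulated with 4nM TSH (EC80) for 2 hours at 37 deg C and detected by homogeneous HTRF competition immunoassay.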
Starred values were filed as active, the others as inactive; u = inconclusive; x = no result given; [ ] = another dose, or the depositor's remark. Unless noted, calls follow the shape of the dose curve; as a rule, active = well fitted curve in the direction sought with a large enough effect; inconclusive = small, poorly fitted or top-dose-only effect, or another doubt; inactive = no such curve, though single readings can be large; an effect the other way counts as inactive or inconclusive. Hits appear at their usual frequency (roughly 3.2% active in at least one column).

SMILES | Tb PFK block | Eya2 inh | ASM inhibitor | ELG1 repair inh | TCR activator | Chronic BCR inh | Mito fusion yeast | AT treatment | a7 integrin act | TSG101-PTAP inh | TSHR antag
Cc1noc(C(F)(F)F)c1C(=O)NNC(=O)c1ccccc1 | -11% | -2% | -4% | 16% | 2% | -5% | -2% | 0% | 24% | 1% | 6
C/C(=N/N1CCN(c2ccccn2)CC1)c1ccc([N+](=O)[O-])cc1 | 0% | 9% | 1% | u | -11% | 8% | -1% | -4% | -9% | -6% | 1
CCOC(=O)c1cnc(Nc2nc3ccccc3o2)nc1C | 8% | 3% | 0% | u | 10% | 23% | 5% | x | -1% | -6% | -2
COc1ccc(CCN2C(=O)C3C4CC(C5C(C(N)=O)=NOC45)C3C2=O)cc1OC (configuration not stated) | u | -4% | 0% | -4% | 7% | 1% | -3% | 4% | 0% | -6% | 3
O=C(COc1cccc2c1CCN(Cc1ccccc1)C2=O)NCc1ccco1 | 2% | 4% | 0% | u | 4%[46.1 µM] | -19% | 1% | 1% | -15% | -2% | 13
O=C(/C=C/c1ccccc1[N+](=O)[O-])NCCN1C(=O)S/C(=C\c2ccc(F)cc2)C1=O | 1% | -8% | -2% | u | -31% | u | -3% | -7% | -5% | 1% | -1
CCOC(=O)NNS(=O)(=O)c1cc(Br)ccc1Br | -3% | 16% | 3% | 15% | 4% | 10% | 0% | 14% | -28% | -4% | 20
c1ccc(CNc2cncnc2)cc1 | 0% | -27% | -2% | -4% | x | 0% | 2% | 2% | u | -4% | -1
CCc1ccc(NC(=O)COC(=O)/C=C/c2ccco2)cc1 | u | -12% | -1% | u | 0%[46.1 µM] | u | x | 28% | -1% | -2% | -17
NC(=S)Nc1ccc(S(=O)(=O)c2ccc(NC(N)=S)cc2)cc1 | -1% | 5% | 1% | 11% | -4% | -2% | -1% | -2% | 5% | -2% | 6
Cc1ccc(N(CCC#N)C(=O)CSc2nnc3ccccn23)cc1 | 2% | -15% | 5% | 21% | 10% | u | -1% | 5% | -22% | -4% | 6
Clc1ccc2[nH]cc(-c3nnnn3-c3ccc4ccccc4c3)c2c1 | 1% | -22% | -16% | -16% | -1% | -18% | 1% | 7% | -33% | 0% | -40
Cc1nn(Cc2ccccc2)c(Cl)c1/C=C1\NC(=S)NC1=O | -16% | -10% | -2% | u | 2% | -26% | 2% | -1% | 0% | -3% | -9
CCOc1ccc(N(C(=O)Cn2nnc3ccccc32)C(C(=O)NC(C)(C)CC)c2cccn2C)cc1 (configuration not stated) | -2% | -10% | 0% | 1% | 1%[46.1 µM] | 10% | -4% | 1% | 13% | -4% | 2
CCOC(=O)c1oc2nc3c(cc2c1N)CCCC3 | -11% | -3% | 263%[activator] | u | -3% | u | 3% | 1% | 8% | -1% | -3
CN(C)CCn1c2c(c(SCC(=O)Nc3ccc4c(c3)OCCO4)nc1=O)CCC2 | -2% | -19% | x | 6% | -3% | u | 4% | -4% | 3% | 0% | 19
C[C@H]1CN([C@@H](C)CO)C(=O)c2cccc(NS(=O)(=O)c3ccc(F)cc3)c2O[C@H]1CN(C)Cc1ccc(Cl)c(Cl)c1 | -8% | -1% | -8% | u | 6% | u | x | -9% | 3% | -5% | 5
C=CCSc1nnc(N2C(=O)C(O)=C(C(=O)c3ccco3)C2c2ccccc2F)s1 (configuration not stated) | -12% | 9% | -5% | u | 2% | -2% | -1% | -6% | -40%[inhibitor] | -10% | -2
Fc1ccc(-c2[nH]ncc2-c2nnnn2-c2ccccc2)c(F)c1 | 1% | 1% | 2% | -18% | -15% | 11% | 3% | -3% | 5% | 1% | 2
CCOc1ccc(Br)cc1S(=O)(=O)Nc1ccc(C(=O)OCC(=O)Nc2ccc(C#N)cc2)cc1 | 4% | -13% | -19% | -10% | 1% | u | 5% | 4% | u | -3% | -8
CCOC(=O)N1CCN(C(=O)c2ccc3c(=O)n(Cc4ccccc4)c(=S)[nH]c3c2)CC1 | -5% | -10% | -5% | -13% | 6% | -5% | -6% | -5% | -18% | -3% | 7
CC(=O)c1cccc(S(=O)(=O)Nc2cccc(S(=O)(=O)NC3=NCCC3)c2)c1 | -2% | 1% | 9% | 6% | 1%[46.1 µM] | -3% | -5% | -1% | 25% | -3% | 3
O=C(c1cc2cc(F)ccc2[nH]1)N1CCN(c2ccc(F)cc2)CC1 | 1% | 4% | 2% | -2% | 0% | -3% | -4% | 4% | -14% | -1% | -14
O=C(c1cc(C2CC2)nn1-c1ccccc1)N1CCN(S(=O)(=O)c2ccccc2)CC1 | -2% | -19% | -2% | -18% | -3% | -9% | 12% | -1% | 3% | -2% | -13
CCOc1ccc(C2=CS/C(=C(\C#N)c3nnc4n3CCCCC4)N2CC)cc1 | -4% | -7% | -3% | u | 6% | u | -2% | 2% | 0% | -1% | -13
CCc1nnc(SCC(=O)Nc2ccc3ccccc3c2)n1N | 2% | 4% | 0% | 0% | x | 3% | x | 0% | 14% | 1% | -12
O=C(COc1ncnc2ccccc12)NCCc1ccccc1 | -3% | 7% | 6% | 3% | 1% | -2% | -1% | 0% | 3% | -1% | 6
CCN1CCN(C(=S)Nc2cccc([N+](=O)[O-])c2)CC1 | -4% | 2% | 1% | u | -5%[46.1 µM] | -5% | 5% | 0% | 2% | 2% | 21
Cc1ccccc1NC(=O)COC(=O)c1cc(S(=O)(=O)N2CCOCC2)ccc1C | -2% | -18% | -3% | -19% | -1% | -4% | -3% | 3% | 24% | -7% | 0
Nc1cc(=O)[nH]c(SCC(=O)NNC(=O)Cc2ccccc2)n1 | -13% | 7% | -3% | 3% | -4% | -6% | -1% | 28% | -7% | -3% | 27

Two successive records from above, for reference:
SMILES | Tb PFK block | Eya2 inh | ASM inhibitor | ELG1 repair inh | TCR activator | Chronic BCR inh | Mito fusion yeast | AT treatment | a7 integrin act | TSG101-PTAP inh | TSHR antag
O=C(COc1ncnc2ccccc12)NCCc1ccccc1 | -3% | 7% | 6% | 3% | 1% | -2% | -1% | 0% | 3% | -1% | 6
CCN1CCN(C(=S)Nc2cccc([N+](=O)[O-])c2)CC1 | -4% | 2% | 1% | u | -5%[46.1 µM] | -5% | 5% | 0% | 2% | 2% | 21

(next part)
SMILES | Tb PFK block | Eya2 inh | ASM inhibitor | ELG1 repair inh | TCR activator | Chronic BCR inh | Mito fusion yeast | AT treatment | a7 integrin act | TSG101-PTAP inh | TSHR antag
CC(Oc1ccc(C(C)(C)C)cc1)c1ccnc2nc(/N=C/N(C)C)nn12 (configuration not stated) | 0% | -26% | 11% | -3% | 5% | -12% | 10% | -1% | -28% | -8% | -6
Cc1ccc(OCC(=O)c2c[nH]c3ccccc23)c([N+](=O)[O-])n1 | 2% | 1% | 1% | u | -6% | -6% | 2% | 3% | 5% | -1% | -4
CC1(C)Cc2c(sc(/N=C/N3CCCCC3)c2C#N)C(C)(C)N1 | 1% | -7% | -1% | 20% | -1% | -21% | 7% | -1% | 11% | -7% | 5
CCN=C1SC(C(=O)Nc2ccccc2)CC(=O)N1CC (configuration not stated) | 3% | -1% | -1% | -2% | 1% | u | 5% | 15% | -21% | -8% | 4
Cc1ccc(NS(=O)(=O)c2ccc3c(c2)CCC(=O)N3)cc1C | -2% | -4% | 0% | u | 4% | 0% | -1% | 1% | -38% | -2% | -1
